Screening data: PubChem, several laboratories
HCV NS3 hel inh – HCV NS3 helicase inhibition. NS3 helicase DNA unwinding, Cy5 molecular beacon fluorescence. inhibition, % at 10.9 µM. actives 0.56% (n = 290,000);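 active = inhibition above the mean of all tested compounds plus 3 SD, set per campaign, cut at about 35% in these data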;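 note: 0% = DMSO wells and 100% = thioflavine S control wells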
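Assay system: hepatitis C virus NS3 helicase domain fragment enzyme. Also added: annealed dual-labelled DNA beacon duplex, ATP-started. Timing: 1 h reaction at 25 °C, ATP-initiated. Technique: Cy5 fluorescence at 0 and 60 min, beacon hairpin quenching. Evaluation: % inhibition of unwinding. Replication: one well per compound.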
SUMO HTRF inh – SUMOylation inhibition; HTRF SUMOylation assay, SAE1/SAE2 + UBC9, in vitro; inhibition, % at 35 µM; actives 0.36% (n = 290,000); AID 2006; in the data active = inhibition above about 50%, passing the limit was not always enough; note: strong numbers were not always called active
FID counter – fluorescent intercalator displacement, NS3 helicase counter-screen | inhibition, % at 7.9 µM | actives 0.17% (n = 290,000) | DNA fluorescent intercalator displacement, fluorescence | AID 1845; in the data active = inhibition above about 37%;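 note: 0% = vehicle and 100% = reference compound; higher means more ethidium bromide displaced from hairpin DNA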
PfM18AAP inh – blocks P. falciparum M18 aspartyl aminopeptidase | actives 1.2% (n = 290,000) | AID 1822 | inhibition, % at 7.35 µM | recombinant PfM18AAP, H-Glu-NHMec fluorogenic cleavage;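 active = inhibition above the campaign mean inhibition over all tested compounds plus 3 SD, cut at about 28% in these data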;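 note: 0% = plate median of test compound wells and 100% = 2 mM ZnCl2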
p-CIP stab down – lowers stability of the mouse p/CIP coactivator protein; Q05BA5; F442A p/CIP-EGFP cells, EGFP fluorescence, 16 h; decrease of EGFP signal, % at 10 µM; actives 0.01% (n = 290,000); AID 1984;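 active = EGFP signal decrease of at least 30% at 10 µM or well 3 SD below plate mean, unless failing retest; inactive = the rest, including hits failing retest or dose response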; note: some compounds called inactive have numbers as strong as hits; many of its hits are not listed in these tables
IMP-1 inhibitor – blocks Pseudomonas aeruginosa IMP-1 metallo-beta-lactamase | purified IMP-1, nitrocefin hydrolysis, epi-absorbance fluorescence | inhibition, % at 5.6 µM | actives 0.45% (n = 290,000) | AID 1556;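 active = inhibition above the mean plus 3 SD of all compounds in the same screening run, cut at about 4.5% in these data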;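 note: 0% = IMP-1 with DMSO and 100% = DMSO wells lacking enzyme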
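System: purified IMP-1 / Input: IMP-1 dispensed at 0.2 nM / Medium: 50 mM HEPES pH 7.1, 50 µM ZnSO4, 0.05% Brij 35 / Timing: 15 min enzyme–compound preincubation, then 25 min nitrocefin reaction, 25 °C / Technique: plate fluorescence quenching by hydrolysis product, ex 480/em 530 nm / Repeats: singlicate testing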
VIM-2 inhibitor – inhibitors of Pseudomonas aeruginosa VIM-2 metallo-beta-lactamase; purified VIM-2, nitrocefin hydrolysis, epi-absorbance fluorescence; inhibition, % at 5.6 µM; actives 0.89% (n = 290,000); AID 1527;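 active = inhibition above the mean of all tested compounds plus 3 SD, cutoff set per screening run, cut at about 7.5% in these data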;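 note: red hydrolysis product quenches plate fluorescence so inhibitors raise well fluorescence; 0% = enzyme with DMSO and 100% = DMSO without enzyme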
IDE inh – inhibits human insulin-degrading enzyme in HEK cells; inhibition, % at 5.59 µM; FAbetaB cleavage, fluorescence polarization; AID 434962; P14735; actives 0.41% (n = 320,000);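 active = percent inhibition above the average of all tested compounds plus 3 SD, set per screening campaign, cut at about 16% in these data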;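 note: IDE supplied by intact live HEK cells; FP after avidin binding of uncleaved biotin substrate so inhibition keeps polarization high; 0% = DMSO wells and 100% = 60 µM reference IDE inhibitor Ii1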
Target sequence (P14735 whole entry, looked up): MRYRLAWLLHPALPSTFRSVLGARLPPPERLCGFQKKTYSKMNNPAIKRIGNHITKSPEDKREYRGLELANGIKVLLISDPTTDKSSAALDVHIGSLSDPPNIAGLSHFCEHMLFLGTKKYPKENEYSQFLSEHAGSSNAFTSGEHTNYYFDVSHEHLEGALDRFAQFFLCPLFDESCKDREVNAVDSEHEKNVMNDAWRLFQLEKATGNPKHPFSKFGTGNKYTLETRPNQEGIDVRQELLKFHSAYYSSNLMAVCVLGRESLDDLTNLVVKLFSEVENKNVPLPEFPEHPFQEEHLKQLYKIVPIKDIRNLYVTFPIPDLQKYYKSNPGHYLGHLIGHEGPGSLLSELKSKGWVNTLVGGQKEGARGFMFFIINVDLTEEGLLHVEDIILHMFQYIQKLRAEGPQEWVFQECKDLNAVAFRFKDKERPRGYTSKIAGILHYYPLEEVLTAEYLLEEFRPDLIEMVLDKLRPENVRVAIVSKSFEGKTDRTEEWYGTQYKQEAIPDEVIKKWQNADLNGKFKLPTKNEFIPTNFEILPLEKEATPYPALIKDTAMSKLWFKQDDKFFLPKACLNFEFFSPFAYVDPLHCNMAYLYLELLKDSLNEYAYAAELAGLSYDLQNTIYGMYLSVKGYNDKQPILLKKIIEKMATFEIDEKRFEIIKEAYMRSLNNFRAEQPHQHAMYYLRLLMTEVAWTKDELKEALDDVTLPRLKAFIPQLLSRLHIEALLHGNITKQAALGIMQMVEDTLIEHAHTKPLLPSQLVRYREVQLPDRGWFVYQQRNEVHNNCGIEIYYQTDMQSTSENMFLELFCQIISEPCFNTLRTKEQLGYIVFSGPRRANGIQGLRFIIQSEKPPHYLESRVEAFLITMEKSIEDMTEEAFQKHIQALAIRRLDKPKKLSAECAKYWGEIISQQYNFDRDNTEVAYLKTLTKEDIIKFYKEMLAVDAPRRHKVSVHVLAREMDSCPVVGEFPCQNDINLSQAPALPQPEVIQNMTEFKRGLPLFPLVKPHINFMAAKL
IDE cell activ – activators of human insulin-degrading enzyme in cells | HEK cells, FAbeta-B cleavage, fluorescence polarization; 0% vehicle, 100% cell-free pure enzyme wells | P14735 | AID 493087 | actives 0.073% (n = 340,000) | activation, % at 5.96 µM;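 active = activation above the mean of all tested compounds plus 3 SD, set per screening campaign, cut at about 17% in these data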
Active calls of the source: *; . = not tested or not shown.

SMILES	HCV NS3 hel inh	SUMO HTRF inh	FID counter	PfM18AAP inh	p-CIP stab down	IMP-1 inhibitor	VIM-2 inhibitor	IDE inh	IDE cell activ
O=C(O)c1ccc(Cn2nnc3sc4c(c3c2=O)CCCC4)cc1	6.5	14.0	-31.9	-2.0	6.1	-0.8	-1.6	-1.2	.
COc1ccc(/C=C/C(=O)Nc2cc(F)ccc2C)cc1S(=O)(=O)N1CCOCC1	-2.0	25.0	-11.2	4.3	-11.9	-3.6	-1.8	7.3	-5.9
O=C(c1ccc2c(c1)N(Cc1ccccc1)C(=O)c1ccccc1S2)N1CCCC1	-12.3	5.5	-30.8	5.8	-6.6	-1.5	2.8	5.0	1.6
CC1=C(C)Cc2c(OC(=O)c3ccccc3)ccc(OC(=O)c3ccccc3)c2C1	17.1	12.4	-7.6	0.1	-3.0	-0.9	-0.5	3.1	.
O=C1CC(N2CCN(c3nc4ccccc4s3)CC2)C(=O)N1Cc1cccs1 (stereo unspecified)	5.7	10.1	-7.7	2.1	0.2	0.2	-4.4	3.8	-2.7
CCc1ccc2c(c1)C1(NN=C(c3ccc(C)cc3)S1)C(=O)N2 (stereo unspecified)	0.6	-7.2	-6.0	5.6	-0.4	-0.9	-0.5	14.1	-14.3
CCOC(=O)c1ccccc1NC(=O)c1cccc2c1C(=O)N(C1CCN(C(=O)OCC)CC1)C2	-2.0	-6.9	-6.7	-1.3	-7.1	-1.0	-1.1	-1.3	4.7
CC(=O)NCCC(=O)Nc1nc(-c2ccccc2Cl)cs1	1.8	9.8	-8.0	2.2	-2.5	-2.2	-1.8	5.1	-0.7
CCC1CCCCN1CCCNC(=O)CCC(=O)N1CC(C)Oc2ccccc21 (stereo unspecified)	15.9	8.3	0.1	-1.1	-8.1	-3.1	-2.9	2.8	0.7
O=S(=O)(Nn1cnnc1)c1ccc(F)cc1	-22.8	12.2	0.6	41.5*	-14.7	-1.6	-0.7	1.7	.
O=C(CSc1nnc(CNC(=O)c2ccccc2)o1)Nc1nccs1	15.1	-3.3	-11.8	22.3	-10.7	-0.3	-5.9	7.9	-11.0
COc1ccc(NC2CCCN(C(=O)c3csc(C)n3)C2)cc1 (stereo unspecified)	5.5	7.3	2.1	10.3	2.0	0.3	3.4	-2.0	9.4
C=CCNC(=O)COC(=O)c1ccccc1C(=O)N(C)C1CCCCC1	12.9	-0.4	-20.6	-8.1	-7.4	1.3	1.3	4.8	1.8
CSc1ncccc1C(=O)NCC(=O)Nc1ccc(F)c(F)c1	-0.7	6.9	-5.8	1.6	4.5	-2.8	-4.3	-1.0	3.0
O=C(Nc1ccccc1Br)C1CCC(=O)N1Cc1ccccc1Cl (stereo unspecified)	2.9	-9.0	-3.5	-2.4	-1.1	-0.5	-1.2	2.0	6.1
COc1ccc(NC(C)=O)cc1C#N	0.9	15.5	-8.2	-2.0	-5.3	-2.5	0.1	8.9	1.6
NC(=NCCc1ccccc1)NS(=O)(=O)c1ccc(F)cc1	0.8	10.4	0.2	1.7	-5.8	-2.9	-2.9	-2.9	-0.5
Cc1nn(-c2ccccc2)nc1C(=O)Nc1nnc(C(F)(F)F)s1	14.4	18.7	-28.4	-2.5	-11.1	-2.4	-1.9	-6.5	3.3
Cc1cc(N2CCOCC2)nc(SCC(=O)c2ccc(Cl)cc2)n1	-3.2	6.7	-9.6	2.5	-1.1	0.6	-1.2	10.1	-12.4
CN(NS(=O)(=O)c1ccccc1)c1nc2ccccc2nc1C(F)(F)F	-19.2	-3.9	-6.8	-1.2	-7.5	-3.7	-1.2	2.0	0.2
O=C1c2ccccc2C(=Nc2ccccc2)C1c1cccc(Br)c1 (stereo unspecified)	-3.5	-14.3	5.1	-0.1	-3.4	-1.9	-10.0	-1.3	6.7
Clc1ccc(N2CCN(Cc3ccc(Br)o3)CC2)cc1	0.2	2.6	0.6	1.1	-16.6	-1.1	-3.7	2.6	6.7
NC(=O)C1CCN(C(=O)CCNS(=O)(=O)c2cc(Br)cnc2N)CC1	-9.1	20.7	-2.7	-7.6	-3.0	-0.7	0.0	-5.0	-4.9
CC(C)C[C@@H](COc1ccccc1)N1CCN(Cc2ccccc2)CCC1=O	9.8	4.8	-24.1	2.6	6.6	-2.3	-0.1	5.5	0.4
O=C(NNc1ccc(-c2csnn2)cc1)c1cc(Cl)cc(Cl)c1	2.3	4.1	0.3	0.4	0.5	-0.2	1.9	1.1	.
O=C1/C(=C/c2ccncc2)Oc2cc(OS(=O)(=O)c3ccccc3)ccc21	6.1	7.1	2.1	-10.5	-15.1	-4.0	-3.3	-0.6	1.9
Cc1cc(C)n(CCC(=O)N=Nc2c(O)[nH]c3ccccc23)n1	-17.5	2.9	-7.3	5.3	2.3	-2.7	-3.0	-1.1	8.7
CC(=O)c1cccc(NC(=O)c2oc(C)nc2C)c1	3.4	17.6	0.7	0.6	-16.3	-1.0	-1.4	-0.1	1.1
CCc1ccccc1NC(=O)CSc1nnc([C@@H]2CCCN2C(=O)OC(C)(C)C)o1	4.7	24.8	-17.0	-5.0	-4.0	-2.8	-6.1	0.1	-0.7
CCC(C)n1cnc2c(c1=O)c1nc3ccccc3nc1n2Cc1ccc2c(c1)OCO2 (stereo unspecified)	1.6	-6.3	-3.5	5.6	-3.8	-2.7	-3.6	.	.
Cc1ccc(C)c(S(=O)(=O)N2CCCOC2CNC(=O)C(=O)NC2CC2)c1 (stereo unspecified)	-2.6	9.3	-13.4	-3.2	12.6	-0.4	-2.3	-3.5	2.6
CCNC(=O)NC(=O)COc1ccccc1C#N	7.2	17.4	0.0	2.7	3.9	-4.0	-3.2	-2.5	-1.5
COc1ccc2c(c1)N(S(=O)(=O)c1ccccc1)CCC2=O	-6.1	6.5	-6.2	4.6	0.9	-3.6	-5.5	2.1	-1.8
COc1cc(OC)c(OC)cc1CN1CCN(Cc2ccc(SC)cc2)CC1	0.9	14.9	11.5	5.1	19.7	-2.7	-3.2	3.1	-6.5
Cc1ccc(S(=O)(=O)NCCc2nnc3ccc(SCC(=O)Nc4nc5ccccc5s4)nn23)cc1	-3.8	-0.9	-5.2	-10.1	-9.2	-3.6	-6.0	2.0	.
Cc1nc(Nc2ccccc2)c2oc3ccc(Cl)cc3c2n1	-3.7	11.3	-13.4	-0.9	-10.0	-3.2	-0.6	4.8	0.2
O=C(CSc1nc2ccccc2c(=O)[nH]1)N1CCCCCC1	2.7	8.7	-15.0	0.8	-15.0	1.8	1.6	0.0	-0.1
CN(C)CCCNC(=O)c1cc(Br)ccc1Cl	-1.1	-6.3	-2.2	8.7	-0.4	-3.2	-0.7	1.7	6.0
Cc1ccc(S(=O)(=O)N2CCOCC2)cc1C(=O)NC1CCCCCC1	0.4	4.6	-15.8	-2.9	-2.9	-0.6	-0.2	3.7	-4.9
CC(=O)N1c2ccccc2NC2=C(C(=O)CC(C)(C)C2)C1c1cccn1C (stereo unspecified)	-3.2	4.3	-1.8	7.1	-3.1	-1.2	-1.4	2.0	1.1
CCCCNC(=S)N1CCN(C(c2ccccc2)c2ccccc2)CC1	-1.8	-31.8	-19.8	-13.6	7.1	-1.9	-2.7	-3.9	4.4
NC(=O)C1CCCN(Cc2c(C(=O)N3CCc4ccccc4C3)nc3ccc(Cl)cn23)C1 (stereo unspecified)	-2.3	16.2	-12.5	-3.4	-4.2	-0.3	-0.2	0.2	-0.6
Cc1csc(=N)n1-c1ccc(Cl)cc1	-5.3	20.5	-1.6	5.5	-8.1	-0.5	-1.8	3.9	1.9
CC(C)(C)c1ccc(C(=O)NNc2cc(N3CCOCC3)nc(N3CCOCC3)n2)cc1	-3.9	61.3	-9.5	9.0	0.1	-2.5	-7.1	-7.6	5.4
COc1ccc(CNC(=O)COC(=O)Cc2ccc(Cl)cc2Cl)cc1	-6.3	-13.3	-23.9	-0.4	0.3	-2.2	1.2	-1.3	3.7
Cc1cc(NC(=O)c2cc(-c3cccs3)on2)no1	0.1	-6.2	-3.8	3.6	7.1	-2.4	0.3	-0.1	6.8
Oc1ccccc1N1CCN(CC(O)COCc2ccccc2Cl)CC1 (stereo unspecified)	-8.6	5.7	6.3	-12.5	-5.8	-3.1	-2.0	1.5	3.8
CCC1Oc2ccccc2N(CC(=O)N2CCOCC2)C1=O (stereo unspecified)	-5.0	6.9	-2.4	-12.6	-11.9	-1.3	-2.8	-1.0	-1.3
CCCC1Cc2c(sc(NC(=S)NC(=O)c3ccccc3)c2C#N)CO1 (stereo unspecified)	-20.1	-1.1	-9.9	9.0	-5.4	-1.3	-2.1	3.7	.
COC(=O)c1cc(NC(=O)CSc2nc(C)cc(=O)[nH]2)cc(C(=O)OC)c1	-4.1	9.1	-5.5	2.6	55.4	-2.6	-0.8	2.5	2.8
CCOC(=O)C1CCN(C(=O)C(=O)N2CCC(C(=O)OCC)CC2)CC1	12.2	-11.2	-4.6	1.8	9.3	-1.2	-0.4	-1.4	-3.9
O=C(c1cn(-c2ccccc2)nc1-c1ccccc1)n1nnc2ccccc21	2.1	21.3	-4.9	-7.9	0.3	-5.0	-2.3	-0.7	2.1
COc1ccccc1N(C)S(=O)(=O)c1ccc(C(=O)OCC(N)=O)cc1	3.5	8.5	-5.6	0.1	-9.8	-1.1	-2.6	3.1	-1.3

3 entries from above, arranged by the value under HCV NS3 hel inh, high to low:
| mol | HCV NS3 hel inh |
| --- | --- |
| COc1cc(OC)c(OC)cc1CN1CCN(Cc2ccc(SC)cc2)CC1 | 0.9 |
| CCCCNC(=S)N1CCN(C(c2ccccc2)c2ccccc2)CC1 | -1.8 |
| Cc1cc(C)n(CCC(=O)N=Nc2c(O)[nH]c3ccccc23)n1 | -17.5 |
